ADAM10 inh: inhibitors of human ADAM10 | O14672 | recombinant ADAM10, EDANS/DABCYL FRET peptide cleavage, 3 h | inhibition, % at 7 µM | 370,000 tested, 0.62% active | AID 720582;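 active = inhibition above a per-campaign cutoff equal to the mean of compounds falling between control-based bounds plus 3 SD, cut at about 20% in these data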;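 also: 0% = DMSO wells while the 100% control is not disclosed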
hcDAF-12 act: H. contortus DAF-12 activation, primary screen; activation, % at 6.8 µM; 370,000 tested, 1.4% active; HEK293 hcDAF-12 lit1-tk-luc reporter, luminescence; 0% DMSO, 100% Δ7-dafachronic acid;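 active = activation above the mean of all tested compounds plus 3 SD, cut at about 5.5% in these data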;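 also: 100% = response to 3 µM Δ7-dafachronic acid high control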
hgDAF12 agonist: activates the H. glycines DAF-12 receptor ligand-binding domain; HEK293 GAL4-hgDAF12 UAS-luciferase reporter, agonist luminescence; normalized to butyrate control; activation, % at 6.8 µM; 370,000 tested, 1.8% active; AID 687014;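 active = activation above a cutoff set at the mean of all screened compounds plus 3 SD, cut at about 10% in these data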;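 also: 0% = DMSO wells and 100% = sodium butyrate wells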
GC-A act: GC-A (human) enzyme activation; activation, % at 10 µM; 370,000 tested, 0.14% active; P16066; HEK293 GC-A cells, cGMP TR-FRET, EC30 ANP; 0% at EC30 ANP, 100% saturating ANP; in the data active = activation above about 40%
ssDAF-12 act: activates DAF-12 receptor from parasite S. stercoralis; 370,000 tested, 1% active; HEK293 ssDAF-12/GRIP1 lit1-tk-luc reporter, luminescence; % of 3 µM dafachronic acid response; activation, % at 6.8 µM;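 active = activation above the mean over all tested compounds plus 3 SD, cut at about 0.9% in these data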;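 also: 0% = DMSO-only wells and 100% = 3 µM delta7-dafachronic acid wells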
GAA850 FXN act: increases GAA850 frataxin promoter reporter activity; HEK293 lucGAA850 FXN promoter luciferase reporter, 24 h; percent of 10 µM SAHA response; activation, % at 6 µM; 360,000 tested, 0.56% active; AID 540364;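 active = activation above the average of all compounds screened plus 3 SD, cutoff fixed separately per campaign, cut at about 7.5% in these data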;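 also: 0% = DMSO wells and 100% = 10 µM SAHA wells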
DAX1 inh-1: NR0B1 (DAX1) inhibition; P51843; AID 504766; inhibition, % at 6.75 µM; HEK293 Gal4-DAX1 luciferase reporter, luminescence; 340,000 tested, 0.99% active;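 active = inhibition above the mean over all tested compounds plus 3 SD, cut at about 4.2% in these data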;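 also: 0% = DAX1-transfected cells with DMSO and 100% = empty-vector control cells with DMSO; inhibition shows as a rise in luminescence from relieved DAX1 repression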
Target sequence (P51843 207-470 limits assumed): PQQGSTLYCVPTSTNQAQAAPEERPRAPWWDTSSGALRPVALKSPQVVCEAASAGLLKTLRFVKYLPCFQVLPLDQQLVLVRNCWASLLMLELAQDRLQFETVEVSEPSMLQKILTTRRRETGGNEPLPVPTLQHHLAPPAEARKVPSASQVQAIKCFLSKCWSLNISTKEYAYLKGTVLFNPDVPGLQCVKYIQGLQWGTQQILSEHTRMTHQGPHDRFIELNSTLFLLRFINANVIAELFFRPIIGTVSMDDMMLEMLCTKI
SMARCA2 act: increases SMARCA2 function in MMTV reporter cells; MG213 cells, MMTV-luciferase reporter, dexamethasone, overnight; activation, % at 9.1 µM; 370,000 tested, 1% active; AID 652017; in the data active = activation above about 7.8%;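 also: 0% = vehicle wells and 100% = reference activator wells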
ADAM17 inh: ADAM17 inhibition, QFRET primary screen. AID 720648. P78536. inhibition, % at 6.95 µM. recombinant ADAM17, EDANS/DABCYL FRET peptide cleavage. 370,000 tested, 0.83% active;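 active = inhibition above the mean of compounds lying between control limits plus 3 SD, set per campaign, cut at about 8.5% in these data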;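 also: 0% = DMSO-only wells as the low control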
Target sequence (P78536 215-824 limits assumed): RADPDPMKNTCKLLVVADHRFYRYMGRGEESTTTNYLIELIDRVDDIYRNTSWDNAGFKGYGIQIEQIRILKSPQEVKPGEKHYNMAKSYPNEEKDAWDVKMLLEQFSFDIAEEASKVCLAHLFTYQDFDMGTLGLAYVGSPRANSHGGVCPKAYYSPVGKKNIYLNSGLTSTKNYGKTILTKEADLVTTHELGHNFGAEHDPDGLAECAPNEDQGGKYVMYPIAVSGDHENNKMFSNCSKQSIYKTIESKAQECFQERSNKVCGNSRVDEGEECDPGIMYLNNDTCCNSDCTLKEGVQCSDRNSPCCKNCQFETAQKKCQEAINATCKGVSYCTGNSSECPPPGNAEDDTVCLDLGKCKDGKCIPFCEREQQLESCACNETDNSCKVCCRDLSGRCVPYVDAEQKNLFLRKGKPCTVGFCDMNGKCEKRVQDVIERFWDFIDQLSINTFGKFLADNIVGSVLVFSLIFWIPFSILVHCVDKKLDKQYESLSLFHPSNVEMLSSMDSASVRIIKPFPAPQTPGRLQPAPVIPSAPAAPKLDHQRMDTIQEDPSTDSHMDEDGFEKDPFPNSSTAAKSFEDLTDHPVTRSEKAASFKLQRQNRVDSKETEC
PG9 binder: small molecules binding HIV-1 gp120 antibody PG9; 360,000 tested, 0.43% active; inhibition, % at 6.7 µM; TR-FRET gp120-PG9 antibody binding; in the data active = inhibition above about 8.5%
DAX1 inh-2: DAX1 (NR0B1) inhibition, primary screen; HEK293T StAR-luciferase reporter, SF-1/DAX-1 repression relief; inhibition, % at 6.8 µM; 370,000 tested, 1.1% active; AID 652010;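 active = inhibition above the mean over all tested compounds plus 3 SD, cut at about 3.6% in these data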;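 also: 0% = DAX-1 cells with DMSO and 100% = cells lacking DAX-1 with DMSO; higher inhibition means more luminescence from relief of DAX-1 repression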
Numbers without * were called inactive; i = inactive. Not a hit list; overall some 6.8% were active at least once.

#1 Cc1cc(C)c(C)c(S(=O)(=O)N2CCN(C(=O)c3ccc4c(=O)n5c(nc4c3)CCC5)CC2)c1C
#2 COCCN1C(=O)c2ccc(C(=O)Nc3nccs3)cc2C1=O
#3 O=C(c1ccc(S(=O)(=O)NCc2ccco2)cc1)N1CCN(Cc2ccccc2)CC1
#4 CC(=O)N1CCN(Cc2nc(-c3cccc(Cl)c3)no2)CC1
#5 COc1ccc(C2/C(=C(\O)c3ccc(OC)c(Cl)c3)C(=O)C(=O)N2CCN(C)C)cc1 (configuration not stated)
#6 CC(C)OCCCN(C)C1CCN(S(=O)(=O)c2ccc(-c3ccc(=O)[nH]n3)s2)CC1
#7 N#Cc1ccccc1OCCn1cncn1
#8 Cn1cc(C(=O)C(=O)N2CCCc3ccccc32)c2ccccc21
#9 O=S(=O)(c1ccc(Cl)nc1)N1CCC(Cc2ccccc2)CC1
#10 C[C@@H]1NC(=O)[C@H](CCC(N)=O)NC(=O)c2cc([N+](=O)[O-])cc(I)c2NCCC[C@@H](C(N)=O)NC1=O

screen / no.,1,2,3,4,5,6,7,8,9,10
ADAM10 inh,-17,5,1,-2,-8,-16,4,13,-3,4
hcDAF-12 act,0.5,1.2,-1.3,-0.3,-0.8,-2.6,0.7,-2.5,-0.7,-1.0
hgDAF12 agonist,-0.4,4.1,-0.6,-1.9,3.5,0.5,0.7,3.1,-1.1,0.5
GC-A act,-3,2,1,0,2,-1,-4,-1,-4,0
ssDAF-12 act,-0.6,-0.9,-2.0,-1.5,-0.9,-1.2,-0.9,-2.6,-0.9,-0.9
GAA850 FXN act,1.8,1.4,1.4,1.9,-0.7,0.8,0.6,-2.2,-1.2,1.6
DAX1 inh-1,-1.5,-0.1,-0.2,0.7,1.8,0.1,0.7,0.4,0.0,1.3
SMARCA2 act,-2,-2,-2,5,1,-3,-1,1,4,-1
ADAM17 inh,-12,1,2,1,-4,-5,-3,4,3,1
PG9 binder,-1.0,0.7,-0.4,-1.6,1.0,-0.5,-1.5,-0.1,0.3,-2.1
DAX1 inh-2,5.0*,0.7,1.2,-0.7,-0.1,-1.4,-0.2,-0.8,2.7,-0.7

#11 OC(c1ccccn1)c1c[nH]c2ccccc12 (configuration not stated)
#12 CCCCN(C(=O)c1ccc(Cl)c([N+](=O)[O-])c1)c1c(N)n(CCC)c(=O)[nH]c1=O
#13 C=CCn1c(SCC(C)=O)nc2scc(-c3ccc(C)o3)c2c1=O
#14 COC(=O)c1ccc(C(=O)N2CCCC(Nc3ccc(C(C)C)cc3)C2)cc1 (configuration not stated)
#15 CCn1c(COc2ccc(=O)n(-c3ccccc3)n2)nnc1SCc1ccc(C)cc1
#16 COc1ccc(N2CC(NC(=O)N(C)CCC#N)CC2=O)cc1 (configuration not stated)
#17 CC(Oc1ccc2c(c1)oc(=O)c1ccccc12)C(=O)NCC1CCC(C(=O)O)CC1 (configuration not stated)
#18 Cn1c(SCc2n[nH]c(=S)n2-c2ccccc2)nnc1-c1ccccc1
#19 CC(C)N1CCC(N2CCN(Cc3ccc(-c4ccc(Cl)cc4)o3)CC2CCO)CC1 (configuration not stated)
#20 Cc1ccc2oc(C(=O)NCCC3CCCCO3)c(C)c2c1 (configuration not stated)

screen / no.,11,12,13,14,15,16,17,18,19,20
ADAM10 inh,-2,-6,-4,-4,-6,-5,i,11,-1,7
hcDAF-12 act,3.4,-0.9,0.6,-1.4,0.1,0.0,-0.6,-2.3,-0.3,8.5*
hgDAF12 agonist,0.1,-2.0,5.2,-1.8,0.3,-0.9,0.3,1.6,4.3,13*
GC-A act,-1,-3,12,-1,-6,-2,-4,0,5,-5
ssDAF-12 act,-0.5,-0.4,-0.7,-1.4,-1.6,-0.9,-1.3,-1.1,-0.4,-0.3
GAA850 FXN act,0.6,-1.4,6.5,3.1,-3.6,1.9,-1.6,1.1,-1.4,1.7
DAX1 inh-1,-0.3,-0.6,4.7*,-0.3,-1.0,1.7,2.6,-1.6,0.5,0.7
SMARCA2 act,2,-1,5,-5,-2,1,2,7,9.9*,-2
ADAM17 inh,-2,-2,-5,-2,-4,1,-423,0,-2,2
PG9 binder,-2.4,0.5,-0.9,-1.3,-0.7,-0.4,-2.3,-0.7,0.7,0.3
DAX1 inh-2,0.5,-0.2,0.9,-0.2,-0.2,-0.7,0.2,-0.3,0.7,10*

#21 Nc1oc2ccccc2c(=O)c1C=O
#22 CCOc1nc(C)cc(C)c1S(=O)(=O)c1ccc(Cl)cc1
#23 COc1ccc(OCCNC(=O)/C=C/c2ccc([N+](=O)[O-])cc2)cc1
#24 CC(C)C[C@H](NC(=O)OC(C)(C)C)c1nnc(SCc2cccc(F)c2)o1
#25 COC(=O)c1sc2nc(-c3ccccc3)c3c(c2c1N)CCCC3
#26 CC1Cc2ccccc2N1S(=O)(=O)c1cccc(C(=O)NNC(=O)c2ccccc2F)c1 (configuration not stated)
#27 O=C1[C@H]2[C@@H](c3ccc(F)cc3)N3C(=O)N(c4cccc(Br)c4)C(=O)[C@@]3(Cc3ccccc3)[C@H]2C(=O)N1C1CCCCC1
#28 CC(=O)c1c(C)[nH]c(C(=O)N2CCc3ccccc32)c1C
#29 C/C(Cn1nc([N+](=O)[O-])cc1C)=N\NC(=O)COc1ccc(Cl)cc1Cl
#30 CCOC(=O)Cn1c(=O)oc2cc(S(=O)(=O)N3CCCc4ccccc43)ccc21

screen / no.,21,22,23,24,25,26,27,28,29,30
ADAM10 inh,-3,5,5,4,-7,-10,3,-7,4,0
hcDAF-12 act,1.9,-2.4,-1.4,-1.3,-0.7,-0.6,-2.6,5.5,-1.6,2.6
hgDAF12 agonist,1.5,0.1,0.6,-1.7,-1.0,0.8,-0.2,-0.9,-2.1,-0.3
GC-A act,-2,-3,-4,1,16,-1,-13,0,-7,10
ssDAF-12 act,-0.9,-0.9,-1.4,-1.7,-1.0,-1.0,-1.3,-0.2,-1.4,-0.5
GAA850 FXN act,-1.9,4.0,-2.7,0.2,2.4,3.0,5.9,1.8,1.7,-1.3
DAX1 inh-1,-0.2,-0.5,1.1,4.0,-1.4,-0.4,1.8,-0.3,-0.3,0.0
SMARCA2 act,3,2,-3,-4,-2,-4,2,-1,-4,-1
ADAM17 inh,-5,2,2,1,-3,1,1,-2,0,0
PG9 binder,-1.4,-0.8,-2.0,0.8,1.8,-0.1,-2.6,-1.4,0.7,-0.7
DAX1 inh-2,0.1,-0.6,-0.9,-0.6,-0.2,-2.2,0.0,-0.3,-0.3,-0.3

#31 CCCn1c(SCC(=O)Nc2c(C)cccc2C)nnc1C(C)C
#32 COc1cc(OC)cc(C(=O)NNC(=O)CCc2ccccc2)c1
#33 COC(=O)c1cccnc1NC(=S)NC(C)C
#34 O=[N+]([O-])c1ccc(C(O)CN2CCN(Cc3ccccc3)CC2)cc1 (configuration not stated)
#35 CNC(=O)c1[nH]cnc1C(=O)Nc1ccc(Cl)cc1
#36 Cc1ccc(C(=O)Nc2ccccc2C(=O)N2CC(C)OC(C)C2)cc1 (configuration not stated)
#37 CN(C)CCCNC(=O)C[C@H]1C[C@H](C(=O)N2CCCCC2)[C@@]2(CCc3ccccc3)c3[nH]c4cc(-c5ccco5)ccc4c3CCN2C1=O
#38 CCn1c(SCC(=O)N2CCCCC2)nc2c(c1=O)SC(C)C2 (configuration not stated)
#39 COc1cccc(C(=O)COc2ccc3c(C)c(Cc4ccccc4)c(=O)oc3c2)c1
#40 CCn1cc(C(=O)Nn2cnnc2)c(=O)c2ccc(C)nc21

screen / no.,31,32,33,34,35,36,37,38,39,40
ADAM10 inh,-2,6,7,-5,9,10,-170,-3,-8,-6
hcDAF-12 act,-1.2,-0.5,0.6,1.1,2.9,0.8,-0.5,-0.9,-1.4,-0.4
hgDAF12 agonist,1.9,0.8,-2.8,-1.0,3.0,2.9,-1.5,-1.3,2.8,-0.6
GC-A act,-1,0,3,2,3,2,-5,3,1,4
ssDAF-12 act,-1.1,-1.1,-1.4,-1.3,0.8,-1.5,-0.3,0.3,-1.5,-1.1
GAA850 FXN act,-1.0,-0.1,-1.1,0.4,0.8,-1.4,-2.9,1.3,0.2,1.4
DAX1 inh-1,0.5,0.4,0.0,0.3,-0.4,0.8,-0.1,0.1,-1.1,-0.4
SMARCA2 act,-2,-4,-1,-1,5,3,-4,-1,-1,-1
ADAM17 inh,-4,1,-1,-1,1,1,-46,-1,-3,-5
PG9 binder,-0.4,-0.1,0.3,-2.2,1.4,0.8,-2.5,-2.8,-1.3,1.9
DAX1 inh-2,0.0,-0.1,0.0,0.3,-0.2,3.0,-0.2,0.3,-0.2,0.2

#41 Cc1noc(C)c1CSc1nnnn1-c1ccc(Cl)cc1
#42 NC(=O)N/N=C/c1cc(Br)ccc1OCC(=O)NCc1ccccc1
#43 C=CC[n+]1c(-c2ccc(C)cc2)csc1Nc1ccc(NC(C)=O)cc1
#44 Cc1cc(Br)cn2ccnc12

screen / no.,41,42,43,44
ADAM10 inh,-7,-9,-4,-6
hcDAF-12 act,-2.4,0.4,-7.7,-2.0
hgDAF12 agonist,-1.5,-0.3,-17,1.4
GC-A act,0,-28,-3,3
ssDAF-12 act,-1.8,-1.3,-3.5,-1.2
GAA850 FXN act,-1.2,-3.9,-16,2.6
DAX1 inh-1,-0.8,0.0,-6.5,0.4
SMARCA2 act,-2,0,-9,-1
ADAM17 inh,-2,-3,2,-2
PG9 binder,1.0,-1.0,-1.3,-0.2
DAX1 inh-2,-1.1,-0.1,-5.0,0.4

Of the compounds above, these contain a cyano group.
#7 N#Cc1ccccc1OCCn1cncn1
#16 COc1ccc(N2CC(NC(=O)N(C)CCC#N)CC2=O)cc1 (configuration not stated)

screen / no.,7,16
ADAM10 inh,4,-5
hcDAF-12 act,0.7,0.0
hgDAF12 agonist,0.7,-0.9
GC-A act,-4,-2
ssDAF-12 act,-0.9,-0.9
GAA850 FXN act,0.6,1.9
DAX1 inh-1,0.7,1.7
SMARCA2 act,-1,1
ADAM17 inh,-3,1
PG9 binder,-1.5,-0.4
DAX1 inh-2,-0.2,-0.7

High-throughput results (PubChem)
